Source: PubChem BioAssay
Redox H2O2 prof: compounds producing H2O2 with reducing agent – biochemical, NIH compound library profiling, artefact control for MLSCN library redox annotation, primary screen. activation, % at 10 µM. DTT-dependent redox cycling H2O2, phenol red/HRP absorbance; 100% = 100 µM peroxide control, 0% = buffer. actives 0.03% (n = 200,000);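 active = activation of at least 50% relative to the plate's high and low controls in the primary single-dose screen; inactive = activation below 50%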;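 note: compound incubated with DTT at 0.8 mM final as the reducing agent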
PMI act: activators of human PMI, primary screen, biochemical, fluorescence intensity, near-Km mannose 6-phosphate. Mannose-6-phosphate isomerase (Homo sapiens), P34949. actives 0.005% (n = 190,000). purified human PMI, coupled resazurin fluorescence, 20 min; stronger effect = higher value; 1 = vehicle control, 0 substrate-free wells. activation factor at 20 µM;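 active = activation factor of 2 or more at 20 µM, relative to plate controls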
RAM inhibit: inhibitors of the yeast RAM network, primary screen, dse1pr::URA3 reporter, 5-FOA selection; S. cerevisiae dse1pr::URA3 reporter, 5-FOA growth OD615, 2 d; analog-sensitive cbk1-as2 kinase mutant strain; inhibition, % at 50 µM; actives 1.8% (n = 190,000); AID 868, 2007;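 active = inhibition above a set limit, 3 SD over mean compound inhibition, cut at about 8.4% in these data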;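 note: 0% = DMSO-only wells with no growth and 100% = 10 µM 1-NA-PP1 full growth; inhibition rescues growth on 5-FOA so higher OD means more RAM inhibition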
Hsp70 act: Hsp70 transcriptional activators, primary screen, cell-based, HeLa, Hsp70 promoter luciferase, luminescence, 10 µM; activation, % at 10 µM; AID 1203, 2008; actives 0.04% (n = 200,000); HeLa Hsp70 promoter luciferase reporter; scaled: vehicle 0, proteasome-inhibitor control 100%;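 active = activation above the mean across all tested compounds plus 3 SD, cutoff set per campaign, cut at about 5.5% in these data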;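 note: 100% = MG132 at 30 µM as the positive control and 0% = DMSO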
S1P3 antag: S1P3 receptor antagonists, primary screen, cell-based; Sphingosine 1-phosphate receptor 3 (Homo sapiens), Q99500; CHO S1P3 NFAT-BLA reporter, FRET fluorescence, antagonist mode; inhibition, % at 4.98 µM; actives 0.27% (n = 170,000); AID 485, 2006;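 active = inhibition above the plate cutoff, the mean inhibition of test wells on that plate plus 3 SD, cut at about 28% in these data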;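 note: cells challenged with S1P at its EC80 of 0.8 µM; blue over green emission ratio from cleaved BLA substrate after 4 h stimulation; 0% = S1P-stimulated wells and 100% = unstimulated DMSO-only wells; some compounds past the cut are filed as inactive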
Target sequence (Q99500 whole entry, looked up): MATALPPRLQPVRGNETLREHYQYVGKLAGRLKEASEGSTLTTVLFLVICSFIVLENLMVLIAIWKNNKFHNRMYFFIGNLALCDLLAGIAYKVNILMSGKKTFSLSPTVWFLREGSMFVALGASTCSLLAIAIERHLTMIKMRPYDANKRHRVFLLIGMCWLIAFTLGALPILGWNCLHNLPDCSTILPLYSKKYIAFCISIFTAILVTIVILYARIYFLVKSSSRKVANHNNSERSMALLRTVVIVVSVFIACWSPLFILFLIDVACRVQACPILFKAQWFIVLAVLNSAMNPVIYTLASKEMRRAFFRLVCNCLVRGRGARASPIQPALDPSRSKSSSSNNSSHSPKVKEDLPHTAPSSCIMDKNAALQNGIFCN
TNAP inh hi DEA: human TNAP enzyme inhibitors, primary screen, biochemical, luminescent, high phosphate acceptor level, uHTS; purified TNAP, CDP-star luminescence, 1 M DEA; Alkaline phosphatase, tissue-nonspecific isozyme (Homo sapiens), P05186; actives 0.03% (n = 200,000); inhibition, % at 20 µM;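 active = over 50% inhibition of tissue-nonspecific alkaline phosphatase at 20 µM in the single-dose screen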;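 note: plate controls were DMSO wells for no effect and EDTA-quenched wells as full inhibition for full effect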
Target sequence (P05186 whole entry, looked up): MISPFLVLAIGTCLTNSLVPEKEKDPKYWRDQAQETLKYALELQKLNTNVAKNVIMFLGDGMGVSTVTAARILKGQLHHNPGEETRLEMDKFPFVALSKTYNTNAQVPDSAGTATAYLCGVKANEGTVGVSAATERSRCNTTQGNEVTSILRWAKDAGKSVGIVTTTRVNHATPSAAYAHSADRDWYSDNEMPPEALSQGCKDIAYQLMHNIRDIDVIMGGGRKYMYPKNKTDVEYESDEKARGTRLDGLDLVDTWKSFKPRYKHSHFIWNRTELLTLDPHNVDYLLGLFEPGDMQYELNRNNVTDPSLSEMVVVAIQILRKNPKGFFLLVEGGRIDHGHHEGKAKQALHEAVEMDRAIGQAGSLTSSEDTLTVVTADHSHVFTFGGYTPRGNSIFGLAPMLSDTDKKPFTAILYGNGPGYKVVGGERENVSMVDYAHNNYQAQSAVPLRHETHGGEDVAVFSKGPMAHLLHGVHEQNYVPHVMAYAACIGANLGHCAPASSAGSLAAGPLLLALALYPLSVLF
PMI act hi M6P: human PMI activators, high substrate, primary screen, biochemical, fluorescence intensity, near-saturating mannose 6-phosphate | actives 0.34% (n = 190,000) | coupled PMI enzyme assay, resazurin fluorescence, 20 min; stronger effect = higher value; 1 = untreated enzyme, 0 = substrate-free blank | activation factor at 20 µM | Mannose-6-phosphate isomerase (Homo sapiens), P34949;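 active = activation factor of 2 or more at 20 µM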
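Test system: human phosphomannose isomerase with PGI, G6PDH, diaphorase coupling enzymes; Amount: PMI at 15 ng/mL final; Reagent: Mannose-6-phosphate 1.0 mM (near-saturating) plus 0.22 mM NADP+; Timing: 20 min, room temperature; Technique: resorufin fluorescence at Ex 544/Em 590 nm; Dosing: 20 µM single dose.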
HMGR II inh: inhibitors of E. faecalis class II HMGR, primary screen, biochemical, Enterococcus faecalis | purified E. faecalis HMGR, NADPH absorbance 340 nm kinetic | actives 0.41% (n = 190,000) | inhibition, % at 10 µM | AID 1066, 2008 | HMG-CoA reductase (Enterococcus faecalis, mvaE);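 active = inhibition above a set limit, the median over all tested compounds plus 3 SD, cut at about 9.5% in these data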;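 note: enzyme runs in reverse so mevalonate oxidation gives rising NADPH absorbance; 0% = complete reaction with DMSO and 100% = background rate lacking mevalonate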
L major viab: Leishmania major promastigote growth inhibition, primary screen; Leishmania major promastigotes, resazurin fluorescence viability; inhibition, % at 10 µM; actives 9% (n = 200,000); AID 1063, 2008; in the data active = inhibition above about 50%;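 note: promastigotes grown with compound for 44 hours at 28 °C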
TNAP inh noacc: human TNAP enzyme inhibitors, primary screen, biochemical, luminescent, no phosphate acceptor, uHTS; Alkaline phosphatase, tissue-nonspecific isozyme (Homo sapiens), P05186; purified TNAP, CDP-star luminescence, 30 min; inhibition, % at 20 µM; actives 0.26% (n = 200,000);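 active = tissue-nonspecific alkaline phosphatase inhibition above about 50% at 20 µM in the single-dose screen, limit read from the data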;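 note: 0% = DMSO negative control and 100% = EDTA positive control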
Numbers without * were called inactive; · = no result given.

SMILES | Redox H2O2 prof | PMI act | RAM inhibit | Hsp70 act | S1P3 antag | TNAP inh hi DEA | PMI act hi M6P | HMGR II inh | L major viab | TNAP inh noacc
CCOC(=O)C1(Cc2ccc(OC)cc2)CCN(C(=O)c2csc(C)n2)CC1 | 1.9 | 1 | -0.9 | 0.1 | -12 | -6 | 1.1 | -2 | -3 | -13
CCc1nnc(NC(=O)CSc2nnc(C)n2-c2ccc(C)cc2)s1 | -0.9 | 1 | 0.1 | -0.2 | · | -3 | 1.1 | -4 | -4 | -5
CN(C)C(=O)NC(Nc1cccc([N+](=O)[O-])c1)C(Cl)(Cl)Cl (stereo unspecified) | -1.2 | 1.1 | 0.1 | -0.5 | 12 | -1 | 1.1 | 0 | 5 | -9
Fc1ccc(CNC(=S)Nc2ccccc2Cl)cc1 | -0.9 | 0.9 | 3.6 | -0.4 | 17 | -4 | 1 | -4 | 16 | 2
CCSc1nnc(NC(=O)c2cnccn2)s1 | · | 1.1 | · | · | -13 | -4 | 1.1 | · | · | -11
COc1ccc(CCNC(=O)c2ccc(CN3CCC(Cc4ccccc4)CC3)cc2)cc1OC | -0.3 | 1 | 1.3 | -0.3 | 7 | 0 | 1 | -2 | 5 | -18
O=C(NCCCN1CCCC1=O)NC12CC3CC(CC(C3)C1)C2 | 2.2 | 1 | 0.3 | -0.6 | -6 | 0 | 1 | -2 | -6 | -12
Cc1nn(C)c(C)c1/C=N/NC(=O)CCn1cc([N+](=O)[O-])cn1 | -0.5 | 1 | 0.0 | 0.3 | -8 | -3 | 1 | -5 | -6 | -8
O=C(c1cc2nc(-c3ccccc3)cc(-c3ccccc3)n2n1)N1CCN(C(=O)c2ccco2)CC1 | 0.6 | 0.9 | 2.2 | 0.1 | 19 | 0 | 0.9 | -2 | 26 | 14
O=C(N/N=C\c1ccc(Br)cc1)c1ccc(Cn2cccn2)o1 | 0.0 | 1 | 4.0 | -0.2 | 7 | -7 | 1 | 0 | 2 | -13
O=c1[nH]nc(SCc2nc3ccccc3s2)n1C1CC1 | -0.1 | 1.2 | 3.6 | -0.4 | -2 | 4 | 1 | -3 | 6 | 17
COc1ccc(CNC(=O)[C@H](C)NC(=O)C2CCN(S(=O)(=O)c3ccc(C)cc3)CC2)cc1 | 0.1 | 0.8 | 0.1 | -0.3 | · | -1 | 0.9 | -4 | -1 | -11
Clc1ccc(CSc2nnc3ccccn23)c(Cl)c1 | 0.5 | 0.9 | 0.4 | -0.2 | -8 | 0 | 0.9 | -7 | 0 | -4
O=C(c1ccco1)N1CCCC(c2ccccc2)C1 (stereo unspecified) | 0.9 | 1 | 4.0 | -0.3 | -12 | -3 | 1 | -3 | -2 | -9
CN1CCN(CC(=O)Nc2sc3c(c2C#N)CCC(C(C)(C)C)C3)CC1 (stereo unspecified) | 0.2 | 0.9 | 1.3 | -0.2 | -36 | 2 | 0.9 | -2 | 100* | -5
c1cnn(-c2nc(N3CCOCC3)nc(N3CCOCC3)n2)c1 | 0.0 | 1 | 1.6 | -0.5 | -44 | -6 | 1.1 | -1 | -2 | -13
O=C(NCc1cccc(CNC(=O)C(=O)NCC2CCCO2)c1)C(=O)NCC1CCCO1 (stereo unspecified) | -0.6 | 0.9 | 2.5 | 0.5 | -1 | -8 | 1 | -1 | -2 | -8
O=C(OCc1nc2scc(-c3ccccc3)c2c(=O)[nH]1)c1cc([N+](=O)[O-])ccc1Cl | -0.6 | 1.1 | 3.7 | -0.1 | -2 | -4 | 1.2 | -2 | 41 | -1
O=C(c1cc2n(n1)C(C(F)(F)F)CC(c1ccc(F)cc1)N2)N1CCCC1 (stereo unspecified) | 0.8 | 1 | 2.7 | 0.0 | -8 | 0 | 1 | 1 | -4 | 13
O=c1cc(CSc2ccccc2)nc(-c2ccccc2)[nH]1 | -0.2 | 1.1 | 3.4 | -0.3 | -12 | -1 | 1 | -1 | 3 | -4
COC(=O)c1ccc(NC(=S)NNC(=O)c2ccccc2)cc1 | -0.5 | 0.7 | 2.9 | -0.3 | -10 | -5 | 0.8 | -1 | -3 | -136
Cc1cccc(NC(=O)c2ccc3c(Cl)c4c(nc3c2)CCCC4)n1 | -2.2 | 1 | 0.5 | -0.2 | -20 | -1 | 0.9 | -3 | 7 | -6
COc1cc(C(=O)NNC(=O)c2ccc(NC(=O)C(C)(C)C)cc2)cc(OC)c1OC | 0.0 | · | 1.5 | -0.2 | -17 | -2 | · | -5 | 14 | -12
O=C1N=C(N2CCCCC2)S/C1=C/C1=Cc2ccccc2OC1 | -1.7 | 1.5 | 3.1 | -0.4 | 14 | 4 | 1.6 | -9 | 9 | 0
Cc1ccc(C)c2c(SC(C)C(=O)NCc3ccco3)nc(-c3ccccc3)nc12 (stereo unspecified) | 1.0 | 0.9 | 7.6 | -0.3 | · | -3 | 0.9 | -6 | -2 | -4
COc1ccc(-c2nnc(N3CCCCC3)c3ccccc23)cc1 | -5.0 | 0.9 | 0.4 | -0.1 | · | 1 | 0.9 | -2 | 37 | -4
CCc1ccc(C(=O)NC(=S)Nc2ccc(N3CCOCC3)cc2)cc1 | -0.2 | 0.9 | 1.6 | 0.2 | -15 | -3 | 1 | 2 | 6 | -10
CCOC(=O)N1CCN(CC(=O)c2ccc3c(c2)CCN3)CC1 | -4.7 | 1.1 | -0.8 | 0.2 | -4 | -7 | 1 | -7 | 2 | -1
CCC(=O)N1CCc2cc(Br)cc(S(=O)(=O)NCC3CCCO3)c21 (stereo unspecified) | -1.0 | 0.9 | -0.5 | -0.3 | · | -7 | 0.9 | 3 | 0 | -10
CCC(C(=O)Nc1cccc(C(F)(F)F)c1)c1ccccc1 (stereo unspecified) | 2.4 | 0.8 | 4.0 | 0.1 | · | -4 | 0.8 | 3 | 8 | -7

Overlap with the part before: 2 entries, followed by the next part.
SMILES | Redox H2O2 prof | PMI act | RAM inhibit | Hsp70 act | S1P3 antag | TNAP inh hi DEA | PMI act hi M6P | HMGR II inh | L major viab | TNAP inh noacc
CCC(=O)N1CCc2cc(Br)cc(S(=O)(=O)NCC3CCCO3)c21 (stereo unspecified) | -1.0 | 0.9 | -0.5 | -0.3 | · | -7 | 0.9 | 3 | 0 | -10
CCC(C(=O)Nc1cccc(C(F)(F)F)c1)c1ccccc1 (stereo unspecified) | 2.4 | 0.8 | 4.0 | 0.1 | · | -4 | 0.8 | 3 | 8 | -7
Cc1cc(C)nc(N2C(=O)CC(Cc3ccc(Cl)cc3)C2=O)n1 (stereo unspecified) | 0.1 | 1 | -0.1 | -0.2 | -10 | -6 | 1.1 | -1 | -5 | -11
COc1ccccc1N1CCN(C(=O)COc2ccc(Cl)cc2Br)CC1 | 1.6 | 0.9 | 0.1 | 0.2 | -42 | 0 | 0.8 | -3 | 3 | 1
COc1ccc(NC(=O)c2ccc(-n3cccn3)nc2)c(OC)c1 | 1.2 | 1.1 | 1.9 | -0.5 | · | 0 | 0.8 | 0 | -6 | 1
COc1ccc(C(=O)N2c3ccccc3C(=O)OC2c2ccc3c(c2)OCO3)cc1 (stereo unspecified) | 0.3 | 0.7 | 0.9 | -0.5 | · | -3 | 0.9 | -2 | 3 | -5
CCCn1c(N)c(Sc2ccc([N+](=O)[O-])cc2)c(=O)n(CCC)c1=O | -9.8 | 1.1 | 1.8 | -0.2 | -17 | -4 | 1.1 | -3 | 6 | -9
CCOC(=O)N1CCN(CC(O)COc2c(C)cccc2C)CC1 (stereo unspecified) | 0.6 | 1.1 | -0.8 | -0.3 | 6 | -3 | 1.1 | -5 | -2 | 0
CCC(=O)Nc1ccc(N2CCC(C)CC2)cc1 | 1.1 | 1 | -1.1 | 0.2 | · | 3 | 1 | -3 | 0 | -4
FC(F)(F)c1cccc(Cc2noc(CN3CCSCC3)n2)c1 | -1.2 | 0.9 | -0.4 | -0.2 | -3 | -4 | 0.9 | -5 | 10 | -6
CCN(CCCNC(=O)COc1cc(=O)n(CC)c2ccccc12)c1ccccc1 | 0.2 | 0.9 | 0.2 | -0.3 | -8 | -7 | 0.9 | -8 | 53* | -8
C#CCNC(=O)C1=C[C@H](c2cn(C(C)=O)c3ccccc23)[C@@H](CCCO)[C@H](OCC)O1 | 0.3 | 0.9 | 1.9 | -0.2 | -15 | -5 | 0.9 | 0 | -12 | -6
Cc1ccccc1OCC(=O)N(Cc1cccs1)C1CCS(=O)(=O)C1 (stereo unspecified) | 0.6 | 1 | 1.1 | -0.1 | -20 | 3 | 1 | -10 | -4 | -6
CCC(C)Sc1nc2c(c(=O)[nH]c(=O)n2C)n1Cc1ccc(Cl)cc1 (stereo unspecified) | -0.6 | 1 | 2.7 | 0.3 | 1 | -3 | 0.9 | -4 | 0 | -4
O=C(c1cccc([N+](=O)[O-])c1)c1cc2ccccc2o1 | -0.6 | 0.9 | 3.6 | 0.0 | -10 | 2 | 0.8 | -2 | 36 | -2
O=C(NCc1cccs1)c1nc(-c2cccs2)no1 | -0.4 | 1.1 | 2.5 | -0.4 | -14 | -2 | 1 | -6 | -2 | -11
CC1Cc2nc(SCC(=O)Nc3ccccc3F)n(C)c(=O)c2S1 (stereo unspecified) | 3.4 | 1 | 2.5 | 0.0 | -34 | -6 | 1 | 0 | 23 | -10
Cc1ccc(/C=C/C(=O)Nc2ccc([N+](=O)[O-])cc2)o1 | 1.1 | 0.9 | 4.8 | 0.0 | · | -2 | 1 | 1 | 9 | -4
CN1CCC/C1=C/C=C1\SC(=S)NC1=O | -0.4 | 0.5 | 2.7 | -0.4 | -5 | 42 | 0.5 | -6 | -5 | 33
Cc1nc2ccc(NC(=O)Cc3ccccc3F)cc2s1 | -0.5 | 1 | -0.1 | -0.2 | -11 | -2 | 1 | -2 | 4 | -9
CCS(=O)(=O)c1ccc2oc(SCC(=O)Nc3ccc(OC)c(OC)c3)nc2c1 | 0.2 | 1 | -0.4 | -0.3 | -11 | 5 | 1 | 1 | 0 | -9
CCOC(=O)C1=C(Nc2ccc(C)cc2)CC(C)(O)C(C(=O)OCC)C1c1ccccc1 (stereo unspecified) | 3.3 | 0.9 | 1.1 | -0.4 | · | -3 | 0.9 | -1 | -2 | 0
CN(C)c1ccc(/C=N/Nc2cc(N3CCOCC3)nc(N3CCOCC3)n2)cc1 | -0.2 | 0.3 | 4.8 | -0.3 | -2 | -5 | 0.4 | -5 | -8 | -10
Cc1cccc(OCc2nnc3n2CCCCC3)c1 | -0.5 | 1 | 0.2 | -0.2 | -4 | -10 | 1 | -3 | 3 | -17
